# Screening results as filed in PubChem BioAssay.
# Mdm2 ligase inh: Mdm2 E3 ligase (human) inhibition; Q00987; cell-based MDM2 ubiquitination luciferase reporter, 2 h; 0 = plate control, 100 = twice control, blank-subtracted; signal enhancement, % at 5 µM; hit rate 0.11% among 210,000; AID 1230;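 active = signal enhancement of 30% or more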;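 also: luminescence tracks abundance of the self-degrading MDM2-luciferase fusion protein; higher signal means inhibition of MDM2 E3 ligase activity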
#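 Material: stable MDM2–luciferase fusion reporter cells / Quantity: 2000 cells/well / Dosing: single 5 µM compound dose, 0.2% final DMSO / Buffer or medium: DMEM / Schedule: 4 h cell settling then 2 h compound exposure, 37 °C / Detection: luminescence with SteadyLite reagent, 15 min at room temperature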
# PPC-1+TRAIL kill: PPC-1 cancer cell killing with TRAIL present. PPC-1 cells + TRAIL, ATPLite viability luminescence. hit rate 0.41% among 220,000. cell killing (% activity), % at 4 µM;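 active = cell killing above 50% in the first pass at 4 µM, then a duplicate retest at 5 µM averaging 50% or more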;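 also: plate controls were cells with TRAIL plus DMSO for no effect and medium-only wells lacking cells for full effect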
# NCF1 inh: inhibitors of human p47phox binding. P14598. p47phox/p22phox peptide binding, fluorescence polarization, 2 h. inhibition, % at 24.7 µM. hit rate 0.53% among 220,000. AID 1274;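 active = inhibition above about 30%, limit read from the data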;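 also: 0% = p47phox with labelled peptide and 100% = labelled peptide alone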
# Target sequence (P14598 whole entry, looked up): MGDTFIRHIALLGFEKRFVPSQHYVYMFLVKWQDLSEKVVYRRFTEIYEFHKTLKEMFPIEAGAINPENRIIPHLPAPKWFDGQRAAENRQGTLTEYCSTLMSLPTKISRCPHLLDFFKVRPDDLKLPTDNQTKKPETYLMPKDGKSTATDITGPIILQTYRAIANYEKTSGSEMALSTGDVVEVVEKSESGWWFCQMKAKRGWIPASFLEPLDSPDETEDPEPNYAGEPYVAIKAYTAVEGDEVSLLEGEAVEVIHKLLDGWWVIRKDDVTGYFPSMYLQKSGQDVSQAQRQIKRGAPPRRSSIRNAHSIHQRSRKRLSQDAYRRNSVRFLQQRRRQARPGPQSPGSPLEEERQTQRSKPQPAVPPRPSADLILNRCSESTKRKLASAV
# zfTRPN1 agonist: agonists of zebrafish TRPN1 channel; HEK293 zebrafish TRPN1-YFP, Fluo-8 calcium fluorescence; 100% = response to 87 µM carbachol; activation, % at 3 µM; hit rate 0.18% among 220,000;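 active = activation above its plate's cutoff, the mean activation of test wells on that plate plus 3 SD, cut at about 19% in these data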;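 also: 0% = DMSO alone and 100% = 87 µM carbachol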
#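 System: zebrafish TRPN1-YFP in HEK293 cells / Dosing: 3 µM single point / Timing: dye loading 1 h at 37 °C, then 30 min room temperature / Signal: Fluo-8 calcium fluorescence, excitation 470-495 nm, emission 515-575 nm / Read-out basis: percent activation from peak over basal fluorescence ratio, control-normalized / Control set: high carbachol 87 µM, low DMSO alone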
# CHOP inh: blocks CHOP induction under ER stress | CHO-K1 CHOP-promoter luciferase, tunicamycin-induced, 15-18 h | inhibition, % at 10 µM | hit rate 3.8% among 220,000;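 active = compounds that reduced the stress-induced luciferase reporter signal by more than about 70% of percent inhibition, limit read from the data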;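 also: 0% = tunicamycin plus vehicle and 100% = wells without tunicamycin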
# TNF necrop inh: TNF-alpha cell death inhibition in Jurkat FADD-/- cells; hit rate 0.068% among 220,000; AID 463075; Jurkat FADD-/- TNF necroptosis rescue, ATP luminescence, 24 h; 0 = TNF only, 100 = no-TNF cells; activation (protection from cell death), % at 10 µM;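 active = activation, meaning protection from cell death, of at least 50% relative to plate controls; inactive = activation below 50%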;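 also: necroptosis triggered by 40 ng/mL TNF-alpha added together with compound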
# TRPML3 ag: agonists of human TRPML3 channel. Q8TDD5. HEK293 TRPML3-YFP, Fluo-8 calcium fluorescence; 100% = the carbachol control signal. activation, % at 3 µM. hit rate 0.29% among 220,000;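 active = activation above its plate's cutoff, the mean activation of the plate's test wells plus 3 SD, cut at about 12% in these data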;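 also: 0% = DMSO only wells and 100% = carbachol wells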
#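 Material: HEK293 cells stably carrying human TRPML3-YFP; compound dosing: single dose, 3 µM final nominal compound, 0.3% DMSO final; incubation: 1-h 37 °C dye load, 5-s basal, 120-s post-compound reads; technique: Fluo-8 intracellular calcium fluorescence, excitation 470-495 nm, emission 515-575 nm; read-out basis: percent activation from peak-to-basal fluorescence ratio, scaled between DMSO and carbachol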
# EBV gp42 inh: EBV gp42 inhibition | Fluorescence polarization binding assay, mP read-out | inhibition, % (tested at 21.74 µM) | Q1HVG2 | hit rate 0.42% among 220,000; in the data active = inhibition above about 50%
# Runt-SMMHC FRET: inhibitors of human RUNX1 Runt domain binding to CBFb-SMMHC. Q01196+Q13951. Cerulean-Runt/Venus-CBFb-SMMHC FRET ratio 530/480, 1 h. inhibition, % at 20 µM. hit rate 0.74% among 220,000. AID 1434;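 active = mean inhibition across duplicate retests at 20 µM reaching about 50%, limit read from the data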;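 also: 0% = DMSO wells and 100% = wells with excess untagged CBFb-SMMHC; inhibitors lower the FRET ratio by blocking Runt binding to CBFb-SMMHC; some results filed as inactive read as strong as hits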
# Target sequence (Q01196 whole entry, looked up, the tested form may be a part): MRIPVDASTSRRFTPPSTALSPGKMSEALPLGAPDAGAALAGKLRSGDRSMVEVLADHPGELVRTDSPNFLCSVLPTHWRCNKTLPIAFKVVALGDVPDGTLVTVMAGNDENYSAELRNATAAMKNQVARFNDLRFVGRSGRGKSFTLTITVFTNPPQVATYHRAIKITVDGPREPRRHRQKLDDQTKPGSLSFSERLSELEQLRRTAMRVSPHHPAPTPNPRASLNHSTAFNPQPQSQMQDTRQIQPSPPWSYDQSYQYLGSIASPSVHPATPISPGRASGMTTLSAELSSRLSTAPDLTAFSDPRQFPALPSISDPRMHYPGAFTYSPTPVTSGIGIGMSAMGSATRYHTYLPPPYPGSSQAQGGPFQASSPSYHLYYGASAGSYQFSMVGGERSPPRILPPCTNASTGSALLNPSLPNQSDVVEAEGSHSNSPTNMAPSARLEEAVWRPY
# Target sequence (Q13951 whole entry, looked up, the tested form may be a part): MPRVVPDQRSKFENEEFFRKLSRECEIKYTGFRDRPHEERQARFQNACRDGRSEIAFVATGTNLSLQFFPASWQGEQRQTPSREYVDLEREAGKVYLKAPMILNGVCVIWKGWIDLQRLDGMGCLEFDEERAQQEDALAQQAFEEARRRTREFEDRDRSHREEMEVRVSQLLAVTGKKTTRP
# * hit, by the source's call; / = not tested or not shown.
SMILES,Mdm2 ligase inh,PPC-1+TRAIL kill,NCF1 inh,zfTRPN1 agonist,CHOP inh,TNF necrop inh,TRPML3 ag,EBV gp42 inh,Runt-SMMHC FRET
N#CCCN(Cc1cccs1)C(=O)Nc1ccccc1,-0.2,10.8,-4.8,0.2,20.9,2.6,0.7,-13.7,-2.9
O=C(COC(=O)CN1C(=O)C2CCCCC2C1=O)NC1CCS(=O)(=O)C1 (configuration not stated),-5.4,12.7,-4.1,1.5,-13.0,1.2,0.2,7.9,1.3
CCOC(=O)c1c(-c2cccc([N+](=O)[O-])c2)csc1NC(=O)C1CCCCC1,-7.1,-2.7,-15.4,-0.1,-12.2,1.1,0.1,-26.3,-1.2
O=C(NCc1ccccc1)c1cc[n+](Cc2ccccc2)cc1,-0.1,-2.2,-14.2,0.9,0.9,0.2,0.3,-12.9,1.1
CCOc1ccc(N=Cc2c(O)n(-c3cccc(C)n3)c(=O)c3ccccc23)cc1,-13.3,8.5,-17.0,-0.2,-5.5,-0.4,-0.7,-16.4,-11.5
CCCCCCCCCCCC(=O)NC(C(=O)OCC)C(O)c1cccc([N+](=O)[O-])c1 (configuration not stated),-10.6,5.5,-0.9,-1.0,92.0*,-5.6,0.0,-3.9,-13.2
Nc1[nH]n(-c2ccccc2)c(=O)c1N=Nc1ccccc1,-16.7,8.2,-0.6,-5.1,-5.4,0.9,-1.3,-5.8,-0.6
CCCCN(C)C(=O)CCC(=O)Nc1ccc2nc(N3CCN(C)CC3)cc(C)c2c1,0.5,-0.3,8.7,-0.7,-0.3,1.5,0.7,-2.2,-5.4
O=C(C1=C[C@H](c2ccc3c(c2)OCO3)C[C@H](OCc2ccc(CO)cc2)O1)N1CCCCCCC1,/,7.0,-12.3,-1.4,1.5,0.7,-1.4,-3.8,-9.3
CC(C)CC(c1nnnn1CCc1ccccc1)N1CCN(C(=O)c2ccco2)CC1 (configuration not stated),-7.7,4.5,-5.1,0.1,9.5,-0.5,0.1,-24.1,0.6
CCOC(=O)N1CCN(C(=O)CN(c2ccc(Oc3ccccc3)cc2)S(C)(=O)=O)CC1,-21.6,-11.2,-11.5,5.1,37.2,-1.1,2.3,-2.3,1.2
COCCCNC(=S)NCCNc1nc2cc(C)c(C)cc2cc1C#N,-5.0,12.2,-8.4,-2.2,42.9,-0.1,-0.3,-3.0,88.8*
CC(C)N1CCc2c(sc(NC(=O)CCc3ccccc3)c2C(N)=O)C1,2.3,10.3,-12.2,1.6,12.9,9.4,1.0,0.5,92.5*
O=C(CCl)Nc1ccc(-c2ccccc2)cc1,-2.0,25.6,-11.1,0.5,-48.5,-15.6,0.7,-4.2,-0.9
CC(C)[n+]1ccn(C2=C([O-])c3ccccc3C(=O)/C2=N\S(=O)(=O)c2ccccc2)c1,-8.0,16.5,-6.2,-0.8,6.2,-10.1,0.0,-2.7,-6.9
O=C(CSc1nnc2c(Cl)cc(Cl)cn12)N1CCN(c2ccc(F)cc2)CC1,-8.8,14.9,8.5,-1.7,21.2,1.6,-0.7,-7.3,0.7
COc1ccc(OCc2csc(N)n2)cc1,-12.5,17.3,-11.3,0.2,-3.3,-2.0,0.3,2.4,-4.1
Cc1nn2c(NC(C)C)c3c(nc2c1-c1ccccc1)CCC3,-16.5,3.2,-6.8,-0.4,18.4,2.5,-0.5,-24.0,-2.9
CC(C)(C)NC(=O)c1cccc(NC(=O)c2ccc(NC(=O)c3ccco3)cc2)c1,-14.9,-8.6,2.8,1.6,7.0,-13.0,1.3,1.1,-1.6
O=C(c1cccnc1NCc1ccccc1)N1CCOCC1,-6.0,11.9,-19.1,-0.7,11.0,-0.3,0.5,-15.9,0.8
CC(=O)Nc1sc2c(c1CN1CCN(c3ccc(F)cc3)CC1)CCCC2,-16.2,-6.3,-11.4,2.8,79.2*,3.4,0.3,-12.0,1.6
Cc1ccc(N(CC(=O)NC2CCCC2)C(=O)c2ccc(C)s2)cc1,-8.3,4.4,-2.0,-0.9,15.3,0.1,-1.3,2.5,-4.8
Fc1ccccc1CN(CCN1CCOCC1)C(=S)Nc1ccccc1Cl,-15.0,4.0,2.9,-1.2,-3.4,0.4,0.5,-7.7,3.6
O=c1[nH]c2ccccc2n1C1=CCNCC1,/,-6.8,-1.0,2.1,2.5,2.5,0.2,-17.6,-0.9
COc1ccc(NC(=O)C2CC(=O)OC2c2ccccc2)cc1 (configuration not stated),-8.0,6.3,-6.8,0.1,-4.2,1.3,2.2,1.5,4.0
# Later entries.
SMILES,Mdm2 ligase inh,PPC-1+TRAIL kill,NCF1 inh,zfTRPN1 agonist,CHOP inh,TNF necrop inh,TRPML3 ag,EBV gp42 inh,Runt-SMMHC FRET
CCc1ccc(OCCCOc2ccc(C=O)cc2)cc1,5.6,16.6,-7.8,-0.8,72.5*,-2.5,-1.1,-2.1,-2.3
Cc1ccc(C2CC(c3cccs3)=NN2C(=O)CSc2nc3ccccc3o2)cc1 (configuration not stated),/,11.4,-23.5,2.5,29.3,3.6,0.3,-17.6,-1.6
COc1cc(OC)cc(C(=O)N[C@H](C(=O)Nc2nc3c(s2)CCCC3)C(C)C)c1,13.2,5.9,-17.6,-2.4,39.8,4.1,-0.5,5.7,1.6
CC(Sc1nc2sc3c(c2c(=O)n1-c1ccccc1)CCCC3)C(=O)O (configuration not stated),-3.8,0.3,-19.2,0.6,-4.9,4.0,1.0,-29.6,0.5
COc1ccc(N2CCN(C(=O)CN3C(=O)C4CC=CCC4C3=O)CC2)cc1 (configuration not stated),-8.8,-11.4,12.4,1.7,-19.6,-0.8,1.1,-7.8,1.2
CCOc1ccccc1NC(=O)N1CCCC(c2nc(-c3ccc(C)o3)no2)C1 (configuration not stated),-4.4,-5.8,-17.4,-2.7,5.3,0.4,-0.6,-4.2,3.8
Cc1csc(NC(=O)Cn2cnnn2)n1,-22.2,11.1,-17.3,0.5,-7.2,0.7,0.0,-13.0,3.6
COC(=O)c1ccc(NC(=O)C(=O)NCC2CCCO2)cc1 (configuration not stated),-9.7,10.9,7.0,-0.1,21.6,2.0,0.7,-21.7,1.6
Cc1cccc(C)c1NC(=S)NCCc1ccc(O)c(O)c1,-1.8,19.1,-9.3,1.0,-9.0,-4.0,0.4,-17.7,0.5
Cc1c(CNC(=O)c2c([N+](=O)[O-])cnn2C)cnn1C,-1.1,2.0,-1.9,0.1,8.7,-0.5,1.2,-9.2,-3.6
O=C(CSc1ncccn1)Nc1ccc2c(c1)CCC2,-4.2,-6.4,7.9,1.0,-8.2,2.6,0.8,-3.6,0.4
Cn1c(CCc2nc3ccccc3[nH]2)n[nH]c1=S,12.8,24.0,-2.3,1.8,4.3,0.4,0.4,-12.7,3.2
O=C(CCn1ccnc1)Nc1ccc2ccccc2c1,-9.8,6.6,3.8,1.0,8.5,-1.3,-0.9,0.8,1.4
CCC(CO)n1cnnc1-c1ccncc1 (configuration not stated),-4.6,29.0,-1.4,0.2,-15.7,1.4,0.6,-4.4,2.9
O=C(C1=C[C@@H](c2ccccc2)C[C@@H](OCc2ccc(CO)cc2)O1)N1CCN(Cc2ccc3c(c2)OCO3)CC1,/,1.7,-4.1,-1.1,30.4,-2.7,0.3,0.7,-2.9
COC(=O)c1ccc(C23CC4(C2)[C@H](CN(Cc2cccnc2)[C@@H]4c2ccccc2)C3c2ccc(Cl)nc2)cc1 (some centres not stated),6.7,-5.1,-9.9,/,-0.4,-0.7,/,-13.6,3.3
CC(=O)N1CCN(CC(=O)Nc2ccc(Cl)c(S(=O)(=O)N(C)C)c2)CC1,4.7,15.3,-2.4,1.3,2.8,1.0,0.3,-16.7,2.8
O=C1CC(c2ccccc2)CC(=O)C1CS(=O)(=O)c1ccccc1 (configuration not stated),-4.8,3.7,17.8,2.4,16.4,0.7,0.3,-3.8,1.9
CC1(C)CC(=O)C2=C(C1)Oc1ncn(Cc3ccco3)c(=N)c1C2c1ccccc1 (configuration not stated),-14.4,14.3,-12.2,-2.8,-10.0,-4.0,-1.3,-16.5,2.7
Cc1ccc(OCc2nc(-c3cccs3)no2)c([N+](=O)[O-])c1,-47.9,44.1,-3.9,-1.9,31.8,0.1,0.4,8.4,-2.0
C=CCn1c(=NC(=O)C2COc3ccccc3O2)sc2cc(S(N)(=O)=O)ccc21 (configuration not stated),-8.1,7.9,-9.1,4.5,23.7,2.7,1.4,-8.1,7.4
COC(=O)c1ccc(C(=O)OC)c(NC(=S)N2CCN(c3ccccn3)CC2)c1,-6.7,-2.3,-6.7,-0.9,1.9,0.2,-0.4,2.4,13.2
CCN(C(=S)NCCOC)c1cccc2ccccc12,-8.7,-12.0,0.7,-0.6,-8.8,-0.8,-0.5,5.6,1.6
O=c1oc2c3c(nn2c2ccccc12)CCCC3,2.1,5.5,-3.2,-0.8,18.8,0.6,0.3,-7.0,1.8
O=C(c1ccc(COCC(F)(F)F)o1)N1CCCC1,-21.4,4.5,-1.9,-0.6,5.0,-0.6,0.1,5.5,1.5
# The listing continues.
SMILES,Mdm2 ligase inh,PPC-1+TRAIL kill,NCF1 inh,zfTRPN1 agonist,CHOP inh,TNF necrop inh,TRPML3 ag,EBV gp42 inh,Runt-SMMHC FRET
CC(C)C(=O)Nc1nnc(Cc2c[nH]c3ccccc23)s1,0.0,-6.3,-9.8,0.7,2.2,0.4,1.1,-11.2,-3.7
CC(C)CN(CC(C)C)C(=S)Nc1ccc(Cl)cc1,1.4,20.8,0.7,-0.4,-2.7,-0.5,1.0,0.8,4.2
CSc1nnc(CCCCCNC(=O)OC(C)(C)C)o1,-16.7,20.3,9.3,2.2,-7.3,-1.2,0.0,-3.2,1.2
COC(=O)c1c(C)cc(C)n2c1nc1ccccc12,-10.9,-1.1,-9.0,-1.0,18.8,-1.0,0.3,-23.0,1.3
O=C(CSc1nc2ccccc2s1)N/N=C/c1ccco1,-12.8,28.2,-7.9,1.6,-27.3,1.2,1.4,-8.8,-0.4
O=Cc1cn(-c2ccccc2)nc1-c1ccncc1,-3.4,-7.9,-6.9,0.9,8.4,-3.9,0.3,0.3,-2.5
CCOC(=O)NC(CC(=O)O)c1ccc(OC)c(OC)c1 (configuration not stated),-17.3,39.6,68.0*,1.0,35.8,0.5,0.9,-4.4,1.8

# Rewritten field by field: entries from further up
CSc1nnc(CCCCCNC(=O)OC(C)(C)C)o1
  Mdm2 ligase inh: -16.7
  PPC-1+TRAIL kill: 20.3
  NCF1 inh: 9.3
  zfTRPN1 agonist: 2.2
  CHOP inh: -7.3
  TNF necrop inh: -1.2
  TRPML3 ag: 0.0
  EBV gp42 inh: -3.2
  Runt-SMMHC FRET: 1.2

COC(=O)c1c(C)cc(C)n2c1nc1ccccc12
  Mdm2 ligase inh: -10.9
  PPC-1+TRAIL kill: -1.1
  NCF1 inh: -9.0
  zfTRPN1 agonist: -1.0
  CHOP inh: 18.8
  TNF necrop inh: -1.0
  TRPML3 ag: 0.3
  EBV gp42 inh: -23.0
  Runt-SMMHC FRET: 1.3
